# HT1080 IDH1KD tx = kills HT-1080 cells with IDH1 knockdown; HT-1080 IDH1 knockdown viability, ATP luminescence, 48 h; Potency, µM (doses to about 46.1 µM), for the others: at the highest dose activity, negative = toxicity, hits mostly cytotoxic; 360,000 compounds, 2% hits; AID 686971;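 also: potency is read from the fitted curve at half-maximal effect; 0% = DMSO wells and -100% = cell-free medium wells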
#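 Using the IDH1-knockdown HT-1080 line run in the same batch and compound series as the NT line, viability after 48 h at 37 °C was determined by CellTiter-Glo luminescence and expressed as % activity.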
# KB-3-1 tox = kills parental KB-3-1 adenocarcinoma cells | KB-3-1 viability, CellTiter-Glo ATP luminescence, 72 h | Potency, µM (highest dose often 46.1 µM), without a hit: at the top dose activity change, negative = cytotoxic, usual class: cytotoxic | 400,000 compounds, 1.4% hits | AID 1347075; also: potency is read from the fitted curve at half-maximal effect; % is scaled to controls: 0 for no effect and ±100 for the full control effect; nearly all actives have a fitted effect of over 60% in size
#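 Using CellTiter-Glo luminescence, growth of non-resistant KB-3-1 adenocarcinoma cells is assessed 72 h after pin-tool compound addition at 37 °C. Normalized responses across the concentration series yield fitted curves.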
# SW480 rerep = DNA re-replication induction in SW480 cells. SW480 DNA re-replication, Hoechst DNA content imaging, 48 h. Potency, µM (titrated, usually from 46.1 µM), for inactives: top-dose re-replication activation, usual class: activators. 340,000 compounds, 1.8% hits. AID 624297; also: potency is read from the fitted curve at half-maximal effect; % of control where 0% means no effect; nearly all actives have a fitted effect of over 55% in size
#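 First, 250 cells per well were seeded. Next, compound or vehicle (23 nL) was pinned in, plates sat 48 hr at 37 C. Finally Hoechst was added for 40 min before fluorescence scanning.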
# DRD3 agonist = activates the human D3 dopamine receptor; P35462; D3R DiscoveRx beta-arrestin cells, luminescence, 90 min; max activation, %; 410,000 compounds, 0.58% hits; AID 652048; in the data active = max activation above about 30%; also: 0% is about no effect; mostly tested at two doses, the higher about 12 µM
# Target sequence (P35462 whole entry, looked up): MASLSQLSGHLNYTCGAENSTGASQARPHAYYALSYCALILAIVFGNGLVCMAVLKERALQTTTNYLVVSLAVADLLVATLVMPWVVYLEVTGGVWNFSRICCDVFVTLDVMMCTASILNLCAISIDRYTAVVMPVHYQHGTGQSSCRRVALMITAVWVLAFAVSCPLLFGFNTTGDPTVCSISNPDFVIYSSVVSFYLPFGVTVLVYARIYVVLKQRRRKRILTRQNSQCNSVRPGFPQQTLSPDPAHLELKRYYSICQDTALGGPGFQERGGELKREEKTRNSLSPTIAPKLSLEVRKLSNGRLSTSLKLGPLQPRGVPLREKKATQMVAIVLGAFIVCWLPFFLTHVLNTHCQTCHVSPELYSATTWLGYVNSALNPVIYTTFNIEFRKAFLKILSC
#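 Agonist mode: compounds and dopamine controls were applied to plated cells for 90 min at 37 degrees C after an overnight attachment at 1500 cells/well. Luminescent read-out followed 30 - 60 minutes at room temperature with DiscoveRx detection reagent.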
# MCF10A rereplic = DNA re-replication induction in MCF 10a cells; MCF 10A DNA re-replication, Hoechst nuclear intensity, 48 h; Potency, µM (titrated, usually from 46.1 µM), for inactives: at the top dose activity, positive = re-replication, most hits filed as activators; 350,000 compounds, 2.9% hits; AID 624296; also: potency is read from the fitted curve at half-maximal effect; % of control where 0% means no effect; nearly all actives have a fitted effect of over 50% in size
# HT1080-NT tox = kills 2HG-producing HT-1080-NT fibrosarcoma cells; Potency, µM (titrated, usually from 46.1 µM), without a hit: at the highest dose activity, negative = less viability, usual class: cytotoxic; 360,000 compounds, 1.6% hits; HT-1080-NT fibrosarcoma viability, CellTiter-Glo ATP luminescence, 48 h; AID 686970;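 also: NT is the 2HG producing partner of a matched IDH1 knockdown line; potency is read from the fitted curve at half-maximal effect; 0% = DMSO-treated cells and -100% = media-only wells without cells; nearly all actives have a fitted effect of over 55% in size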
#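 Toxicity toward the 2HG-producing NT line was scored as %Activity, normalised to DMSO and no-cell wells, from CellTiter-Glo luminescence after 48 hours' treatment.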
# IL-1B inflam inh = inhibitors of inflammasome signaling (IL-1 beta secretion) | THP-1 LPS/ATP IL-1B secretion, AlphaLISA, 16 h; active compounds read low | activity change, % at 57.5 µM | 360,000 compounds, 4.7% hits; in the data active = activity change below about -50%; inconclusive = mostly about -30% to -49%; also: % is scaled to controls: 0 for no effect and ±100 for the full control effect
#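 Secreted IL-1B measured by AlphaLISA bead assay after 16 h compound exposure of THP-1 cells; compounds (final up to 57.5 uM) added 1 h before LPS (250 ng/mL) and ATP (1.25 mM) stimulation; lower signal means less secretion.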
# GLP1R cytotox = cytotoxic in the GLP-1 receptor inverse agonist counter-screen; Potency, µM (series often up to 38.3 µM), for the others: top-dose activity change, negative = inhibition, actives largely listed as inhibitors; 410,000 compounds, 0.13% hits; HEK293 cAMP-luciferase reporter cells, luminescence, 24 h;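 also: loss of luciferase light is scored as toxicity; potency is read from the fitted curve at half-maximal effect; % is scaled to controls: 0 for no effect and ±100 for the full control effect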
#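 Quantitative HTS format, 1536 wells, 200 cells/uL seeded. Compounds: 23 nL, 24 h, 37 °C. Detection: luciferase reagent, luminescence at 12 min RT; decreased signal taken as cytotoxic.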
# KB-V1 MDR tox = kills drug-selected multidrug resistant KB-V1 cells. 400,000 compounds, 3.4% hits. AID 1347076. Potency, µM (titrated, usually from 46.1 µM), for inactives: top-dose activity change, negative = cytotoxicity, most hits filed as cytotoxic. KB-V1 MDR cells viability, CellTiter-Glo, 72 h; also: potency is read from the fitted curve at half-maximal effect; % is scaled to controls: 0 for no effect and ±100 for the full control effect; nearly all actives have a fitted effect of over 60% in size
#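 KB-V1 MDR subline cells in DMEM (phenol-red free, 10% FBS) exposed to compounds in qHTS concentration series for 72 h at 37 degrees C. Viability read by CellTiter-Glo luminescence; concentration-effect curves fitted after normalization and correction.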
# Active calls of the source: *; ? = inconclusive; / = not tested or not shown; [ ] = dose if it differs, or a comment. Unless noted, calls follow the shape of the dose curve; as a rule, active = well fitted curve in the direction sought with a large enough effect; inconclusive = small, poorly fitted or top-dose-only effect, or another doubt; inactive = no such curve, though single readings can be large; an effect the other way counts as inactive or inconclusive.
# Every second line gives: HT1080 IDH1KD tx | KB-3-1 tox | SW480 rerep | DRD3 agonist | MCF10A rereplic | HT1080-NT tox | IL-1B inflam inh | GLP1R cytotox | KB-V1 MDR tox
CCC(C)n1c(SCC(=O)NC2CCCC2)nc2ccccc2c1=O (stereo not drawn)
    7.0% | ? | -6.1% | 3.1 | ? | 1.5% | -8.3 | 12.6% | ?
CCc1ccc(NCc2cc3cc4c(cc3n(CC(=O)Nc3ccccc3OC)c2=O)OCCO4)cc1
    / | 6.6% | / | 1.9 | / | / | / | 3.7% | -19.0%
Cc1ccsc1/C=C1\SC(N2CC(C)OC(C)C2)=NC1=O (stereo not drawn)
    -0.8% | ? | 1.6% | 3.1 | -37.9%[inhibitor] | -1.0% | 0.0 | -1.5% | 18.4µM*
Cc1cc(N2CCN(c3ccccc3F)CC2)nc2cc(O)ccc12
    -1.0% | -11.2% | 4.5% | -0.8 | ? | 6.3% | -7.3 | 44.9%[activator] | 0.0%
C/C(=N/NC(=O)CNC(=O)Cc1ccccc1)c1ccco1
    6.1% | 0.4% | 1.1% | 2.6 | 4.3% | 0.7% | 4.8 | -24.0% | 16.8%
COc1ccc(F)cc1C(=O)C1CCCN(C(=O)CCc2ccccn2)C1 (stereo not drawn)
    -4.8% | 7.8% | -5.7% | -6.4 | -2.8% | 0.0% | 15.4 | 9.2% | ?
O=C(Nn1cnnc1)c1ccc([N+](=O)[O-])cc1Cl
    0.9% | 1.5% | -8.8% | 4.2 | -3.0% | -0.7% | 4.4 | 4.9% | 11.1%
Cc1ccc(CNC(=O)c2ccc(Cn3nc(C)cc3C)o2)cc1
    -0.2% | 0.6% | 5.6% | 2.7 | 6.3% | -2.3% | -19.0 | -2.1% | -3.0%
Cc1cccc(Cn2c(=O)c3c(nc4n3CCN4Cc3ccco3)n(C)c2=O)c1
    -14.7% | -3.2% | -12.4% | -2.1 | 4.2% | -1.5% | -25.4 | -26.4% | -8.4%
CC(=O)Nc1cccc(NC(=O)CCCC2CCCCC2)c1
    -1.7% | -1.6% | 0.2% | -1.9 | 6.9% | 1.4% | 27.1 | -11.1% | 9.9%
Cc1cc(Cl)c2oc(C(=O)N3CCN(c4cnccn4)CC3)c(C)c2c1
    -28.2% | -3.9% | / | 8.3 | / | -10.1% | -20.7 | -15.6% | -30.9%
CCCCCn1c(=NC(=O)c2cccnc2)c(C#N)cc2c(=O)n3cccc(C)c3nc21
    -0.1% | -0.1% | 8.2µM* | 8.0 | 13µM* | 7.1% | 20.8 | 38.5%[activator] | -11.0%
C=CCSC(=S)NC1CCS(=O)(=O)C1 (stereo not drawn)
    ? | ? | ? | 2.3 | ? | -15.8% | -17.1 | -10.2% | -24.9%
O=C(NCC1CCCO1)C1CCC(=O)N1CCc1ccccc1 (stereo not drawn)
    4.6% | 5.5% | -3.7% | 1.6 | -4.0% | 5.3% | 33.5 | -7.7% | 25.7%
Cc1cccc(NC(=S)NCC2CCCO2)c1 (stereo not drawn)
    14.2% | 9.4% | 3.5% | 1.9 | -4.3% | 15.3% | 9.1 | -7.3% | 18.1%
CC(C)(C)NC(=O)c1cccc(NC(=O)c2ccco2)c1
    -2.6%[9.24 µM] | 15.5% | -3.6% | -17.0 | -0.8% | -1.9% | -6.2 | -3.5% | ?
COc1ccc(NC(=O)/C(C#N)=C/c2c(C)nn(-c3ccc(F)cc3)c2Cl)cc1OC
    -23.1% | ? | ? | 0.7 | ? | -24.4% | ? | -26.4% | 3.2%
Cc1ccccc1-n1c(SCC(=O)Nc2cccc3ccccc23)nc(O)cc1=O
    0.1% | 5.7% | -1.3% | 0.0 | 15.8% | 5.8% | 16.0 | -6.7% | ?
COc1ccc(/C=C2\C(=N)N3N=C(CC(=O)N4CCCCC4)SC3=NC2=O)cc1
    -4.5% | 10.8% | -11.5% | -2.5 | 0.7% | 3.7% | -4.2 | -4.4% | 0.0%
COC(=O)C1CCN(C(=O)c2ccc(OC)c(S(=O)(=O)N3CCCc4ccccc43)c2)CC1
    -1.5% | / | -14.5% | 4.4 | -2.2% | 0.9% | 4.8 | 17.8% | /
COc1ccc2nc(-c3ccccc3)cc(C(=O)OCC(=O)N3CCCCC3)c2c1
    -8.3% | ? | 20.6µM* | 0.2 | -3.6% | -9.9% | -0.1 | 100.8%[activator] | ?
COc1ccc2cc(/C=C3\SC(=S)NC3=O)c(N3CCOCC3)nc2c1
    ? | ? | -3.4% | 5.5 | ? | -12.4% | -68.9* | -35.1% | ?
O=C(C1CCC(=O)N1Cc1ccccc1Cl)N1CCN(c2cccc(Cl)c2)CC1 (stereo not drawn)
    ? | -23.3% | 5.4% | -14.5 | 6.1% | -14.3% | -1.7 | -21.8% | ?
O=C(Oc1cccccc1=O)c1ccccc1
    -7.3% | -5.0% | 18.4µM* | 2.7 | ? | -13.4% | -2.5 | ? | ?
CC(=O)c1ccc(Oc2ncnc3sccc23)c(CN2CCOCC2)c1
    -1.7% | 13.0% | -4.8% | 0.3 | 16.2% | 0.8% | -6.1 | -18.4% | 4.2%
O=C(Nc1ccc(S(=O)(=O)Nc2cnc3ccccc3n2)cc1)c1cccc(OC(F)F)c1
    -15.9% | ? | -14.5% | 13.5 | -1.5% | -7.0% | 29.7 | -7.6% | -16.1%
Cc1ccc(N(CC(=O)NCc2ccco2)S(=O)(=O)c2ccccc2)cc1
    10.9% | -0.2% | -5.4% | 0.2 | 23.9% | 6.6% | -13.7 | 0.8% | 0.0%
CC1Sc2ccc(S(=O)(=O)CCC(=O)NCc3ccccc3Cl)cc2NC1=O (stereo not drawn)
    -6.6% | -17.7% | 2.6% | 5.7 | 1.2% | -13.7% | 18.9 | -4.1% | 0.0%
COc1ccc(OC)c(NC(=O)CCNC(=O)N2CC(=O)Nc3ccccc32)c1
    0.8% | -13.3% | / | 0.5 | / | 1.6% | 7.1 | 2.9% | 0.0%
CC(C)(O)C(=O)N/N=C\c1ccc(OC/C=C/c2ccccc2)cc1
    -0.6% | 0.1% | 0.3% | 1.2 | 0.1% | -9.3% | -9.1 | 6.5% | 28.6%

# Overlap with the part before: 3 entries, followed by the next part.
# Every second line gives: HT1080 IDH1KD tx | KB-3-1 tox | SW480 rerep | DRD3 agonist | MCF10A rereplic | HT1080-NT tox | IL-1B inflam inh | GLP1R cytotox | KB-V1 MDR tox
CC1Sc2ccc(S(=O)(=O)CCC(=O)NCc3ccccc3Cl)cc2NC1=O (stereo not drawn)
    -6.6% | -17.7% | 2.6% | 5.7 | 1.2% | -13.7% | 18.9 | -4.1% | 0.0%
COc1ccc(OC)c(NC(=O)CCNC(=O)N2CC(=O)Nc3ccccc32)c1
    0.8% | -13.3% | / | 0.5 | / | 1.6% | 7.1 | 2.9% | 0.0%
CC(C)(O)C(=O)N/N=C\c1ccc(OC/C=C/c2ccccc2)cc1
    -0.6% | 0.1% | 0.3% | 1.2 | 0.1% | -9.3% | -9.1 | 6.5% | 28.6%
CCCC/C(C)=N/NC(=O)C(=O)NCCc1ccccc1
    -2.2% | -23.6% | 0.5% | -21.7 | -3.3% | 1.9% | -10.6 | 0.4% | -3.8%
Cc1cccc(CN2[C@H](CO)C=CS2(=O)=O)c1
    20.7% | 0.0% | / | 1.4 | / | 16.0% | -25.4 | 0.7% | 0.3%
Cc1cc(OCC(=O)Nc2ccccc2N2CCOCC2)c(C(C)C)cc1Cl
    -21.8% | ? | ? | -14.3 | 13.3% | -3.9% | -11.7 | 10.7% | ?
Cn1c2ccccc2c2nnc(SCC(=O)NC3CCCC3)nc21
    3.6% | 12.4% | -5.9% | 3.1 | -6.6% | 7.0% | -0.4 | -4.8% | -20.9%
CCNC(=O)C1(C)CCCN1C(=O)c1ccc(F)c(Cl)c1 (stereo not drawn)
    ? | 0.0% | / | 9.3 | / | ? | 29.5 | 3.8% | -0.5%
CSc1nc2nc(C)c(C/C=C/c3ccccc3)c(=O)n2[nH]1
    -10.3% | 13.9% | ? | 27.7 | 5.3% | -6.7% | 0.0 | -0.2% | 4.2%
CN1C(=S)SC(N(O)C(=O)Nc2cccc3ccccc23)C1(C)C (stereo not drawn)
    -3.9% | 0.1% | -1.3% | 3.0 | 19.5% | 0.6% | 5.1 | 3.6% | -19.9%
O=C(CSc1nnc(NC(=O)C2CC2)s1)Nc1ccc2c(c1)OCCO2
    3.0% | 18.1% | -21.3% | -1.8 | -5.3% | -3.7% | 36.6 | -1.0% | -11.0%
CC(C)CCC(C)NC(=O)C1CCN(S(=O)(=O)/C=C/c2ccccc2)CC1 (stereo not drawn)
    12.3% | 2.1% | 1.8% | 2.7 | -0.6% | 17.1% | 17.4 | 0.9% | -27.3%
CCOC(=O)C1CCCN(C(=O)CCNC(=O)Cn2ccc3ccccc3c2=O)C1 (stereo not drawn)
    11.0% | 2.1% | 17.4% | -2.7 | -31.1%[inhibitor] | 2.6% | -9.9 | -2.9% | 21.3%
CCN(CC(=O)Nc1ccc2c(c1)OCCO2)S(=O)(=O)c1ccc(F)cc1
    12.8% | -2.9% | -11.5% | 1.3 | -12.0% | 3.0% | -12.3 | -1.4% | -6.7%
O=C(Cc1ncc(C(F)(F)F)cc1Cl)NCCc1ccccn1
    -7.3% | -0.8% | 28.4% | -8.8 | -3.6% | 3.2% | 0.0 | -4.4% | -0.3%

# Looked up one by one from the entries so far, two records:
# Every second line gives: HT1080 IDH1KD tx | KB-3-1 tox | SW480 rerep | DRD3 agonist | MCF10A rereplic | HT1080-NT tox | IL-1B inflam inh | GLP1R cytotox | KB-V1 MDR tox
O=C(CSc1nnc(NC(=O)C2CC2)s1)Nc1ccc2c(c1)OCCO2
    3.0% | 18.1% | -21.3% | -1.8 | -5.3% | -3.7% | 36.6 | -1.0% | -11.0%
O=C(Cc1ncc(C(F)(F)F)cc1Cl)NCCc1ccccn1
    -7.3% | -0.8% | 28.4% | -8.8 | -3.6% | 3.2% | 0.0 | -4.4% | -0.3%

# From PubChem BioAssay
